# Source: PubChem (several laboratories)
# AID2073: inhibitors of Mint1-CaV2.2 protein interaction, biochemical, HTRF (AID 2073) | 290,000 compounds, 0.19% hits | inhibition, % at 20 µM; hits with a dose series show IC50 in µM | Voltage-dependent N-type calcium channel subunit alpha-1B (Homo sapiens) | HTRF protein-protein interaction, Mint1-CaV2.2; higher % means a stronger effect; in the data active = inhibition mostly above about 51%, no sharp cut-off; inconclusive = no clear call, values can overlap the other calls; inactive = mostly below about 53%; also: some results filed as inactive read as strong as hits
# KOR beta-arrestin-1: KOR antagonists, beta-arrestin recruitment, cell-based, luminescence, uHTS (AID 1778); Kappa-type opioid receptor (Homo sapiens); KOR beta-arrestin recruitment, luminescence, antagonist mode; higher % means a stronger effect; inhibition, % at 10 µM; hits with a dose series show IC50 in µM; 290,000 compounds, 0.091% hits; also: strong numbers were not always called active
# Dengue-2 NS5 capping: Dengue-2 NS5 methyltransferase inhibitors, primary screen, biochemical, confirmation dose response (AID 588689); Genome polyprotein (Dengue virus type 2 (strain 16681-PDK53)); Dengue-2 NS5 methyltransferase capping enzyme assay, biochemical; higher % means a stronger effect; inhibition, % at 25 µM; hits with a dose series show IC50 in µM; 340,000 compounds, 0.3% hits; in the data active = a potency from the dose series; inconclusive = inhibition above about 29% without an active follow-up result
# Yfh1-off respiration: enhancers of respiration in Yfh1-depleted yeast, dose response, Friedreich's ataxia, plus single-dose screen (AID 1465). S. cerevisiae Yfh1-off respiration, WST-1 reduction, 72 h; higher fold induction means a stronger effect. fold induction at 50 µM, or EC50 in µM where a hit was titrated. 220,000 compounds, 0.074% hits;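 active = fold induction of absorbance versus untreated yeast above a set limit, then at least 30% activation at any dose in follow-up; inconclusive = repeats straddling the limit, or above it without dose testing; inactive = fold induction below the set limit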;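 also: activators that raise dye reduction in frataxin-depleted yeast; strong numbers were not always called active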
# West Nile antiviral: West Nile virus antiviral activity, cell-based, CPE readout (AID 1621). 290,000 compounds, 0.02% hits. one-dose CPE inhibition, % at 10 µM; IC50 in µM for titrated hits. West Nile virus-infected cells, CPE inhibition; higher % means a stronger effect; in the data active = a potency from the dose series; inconclusive = CPE inhibition mostly from about 3.7% at the one dose, without a potency; inactive = the rest, 99 in 100 with CPE inhibition below about 2.2%; also: strong numbers were not always called active
# NOD1 NF-kB reporter: NOD1 signaling inhibitors, primary screen, cell-based, luminescence, uHTS (AID 1578) | NOD1-driven NF-kB luciferase reporter cells, luminescence; higher % means a stronger effect | inhibition, % at 4 µM, or EC50 in µM where a hit was titrated | 290,000 compounds, 1% hits; in the data active = inhibition mostly above about 36%, no sharp cut-off; inactive = mostly below about 34%;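 also: HEK-293T reporter cells stimulated with the NOD1 agonist gamma-tri-DAP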
# HIV fusion peptide: inhibitors of HIV fusion peptide binding, primary screen, biochemical, uHTS, fluorescence dequenching (AID 1986). cell-free peptide binding, fluorescence dequenching, 30 min; higher % means a stronger effect. inhibition, % at 20 µM; hits with a dose series show IC50 in µM. 290,000 compounds, 0.3% hits; in the data active = inhibition mostly above about 52%, no sharp cut-off; inactive = mostly below about 76%; also: some results filed as inactive read as strong as hits
# NOD2 inhibition: NOD2 signaling inhibitors, cell-based, luminescence, uHTS, HEK293 (AID 1566); 290,000 compounds, 0.63% hits; one-dose inhibition, % at 4 µM; EC50 in µM for titrated hits; HEK293 NOD2/NF-kB luciferase reporter, luminescence; higher % means a stronger effect; also: many of its hits are not listed in these tables
# KOR beta-arrestin-2: KOR agonists, beta-arrestin recruitment, primary screen, cell-based, luminescence, uHTS (AID 1777); Kappa-type opioid receptor (Homo sapiens); KOR beta-arrestin recruitment, luminescence; higher % means a stronger effect; activation, % at 10 µM, or EC50 in µM where a hit was titrated; 280,000 compounds, 0.02% hits; in the data active = activation above about 50%, passing the limit was not always enough; also: a part of the inactive calls stands beside numbers as strong as those of hits
# Dengue-2 NS5 capping pilot replicate: second read-out of Dengue-2 NS5 capping, no call of its own (marks repeat the call); inhibition, %; measured here: pilot screen replicate inhibition
# An asterisk follows results filed as active; i = inactive; ? = inconclusive; / = no result given; [ ] = another dose, or the depositor's remark. Rule as the data show it, unless noted: active = inhibition above about 50%; inactive = the rest. Only part of the results is shown, so the mix of outcomes need not match the whole.
# Preview, two compounds:
SMILES,AID2073,KOR beta-arrestin-1,Dengue-2 NS5 capping,Yfh1-off respiration,West Nile antiviral,NOD1 NF-kB reporter,HIV fusion peptide,NOD2 inhibition,KOR beta-arrestin-2,others
Cn1c(=O)c2c(nc(CN3CCN(c4ccccc4)CC3)n2Cc2c(F)cccc2Cl)n(C)c1=O,-4%,-18%,1%,i,-0.8%,-6%,4.2%,12%,-0.4%,Dengue-2 NS5 capping pilot replicate=0.1
COc1cc(O)c(C(CC(=O)N2CCCC(C)C2)c2cc(OC)c(OC)c(OC)c2)c(OC)c1 (configuration not stated),5%,15%,-1%,i,-0.2%,7%,0.6%,28%,2.6%,

# The list itself, from the first entry:
SMILES,AID2073,KOR beta-arrestin-1,Dengue-2 NS5 capping,Yfh1-off respiration,West Nile antiviral,NOD1 NF-kB reporter,HIV fusion peptide,NOD2 inhibition,KOR beta-arrestin-2,others
Cn1c(=O)c2c(nc(CN3CCN(c4ccccc4)CC3)n2Cc2c(F)cccc2Cl)n(C)c1=O,-4%,-18%,1%,i,-0.8%,-6%,4.2%,12%,-0.4%,Dengue-2 NS5 capping pilot replicate=0.1
COc1cc(O)c(C(CC(=O)N2CCCC(C)C2)c2cc(OC)c(OC)c(OC)c2)c(OC)c1 (configuration not stated),5%,15%,-1%,i,-0.2%,7%,0.6%,28%,2.6%,
COC(=O)c1cc2occc2n1Cc1nc(-c2ccc(Cl)cc2)oc1C,9%,29%,-6%,/,/,-2%,13%,9%,4.1%,
O=C(Nc1ccncc1)c1ccc(Cl)c([N+](=O)[O-])c1,4%,33%,-5%,/,-0.6%,-9%,-3.0%,3%,-1.6%,
CC(C)N(CCCNC(=O)C1CCC(CNS(=O)(=O)c2ccccc2)CC1)Cc1ccccc1 (configuration not stated),2%,24%,-10%,/,-0.3%,-15%,-0.8%,20%,-0.6%,
Cc1ccnc(N2CCC(C(=O)Nc3cccc(C(F)(F)F)c3)CC2)n1,-2%,-117%,-4%,i,-0.4%,32%,-0.9%,-10%,10%,
O=C(COc1ccccc1)NNC(=O)c1cc2ccccc2o1,3%,2%,7%,i,-0.1%,-53%,2.1%,-9%,8.4%,
C/C(CC(=O)Nc1ccc(Cl)c(C(F)(F)F)c1)=N\NC(N)=S,0%,-32%[20 µM],-2%,i,-0.8%,-22%,0.8%,-38%,/,
C/C(=N\NC(=O)OC(C)(C)C)c1ccc[nH]1,6%,20%,4%,i,0.1%,-49%,-0.7%,-47%,-0.7%,
COc1ccccc1NC(=O)c1ccc(NC(=O)CN(C)Cc2ccccc2F)cc1,9%,28%,-7%,i,0.2%,-2%,-0.4%,5%,-6.4%,
NC(=NCCc1ccccc1)NS(=O)(=O)c1ccccc1F,8%,-10%,0%,/,-0.5%,1%,-0.5%,3%,-1.3%,
O=C(Nc1cc(Oc2ccccc2)cc([N+](=O)[O-])c1)C12CC3CC(C1)CC(n1cnc(Cl)n1)(C3)C2,12%,30%,2%,i,-0.5%,3%,1.0%,11%,-1.0%,
CNC(=S)N1N=C(c2ccc(C)cc2)CC1c1ccc(Br)cc1 (configuration not stated),3%,-1%,-1%,i,-1.3%,3%,13%,-17%,-4.1%,Dengue-2 NS5 capping pilot replicate=2.6
CC1CCN(CC(=O)NCCc2ccc(F)cc2)CC1,0%,29%[20 µM],-5%,i,-0.6%,-22%,1.2%,6%,/,
O=C(CCCC(=O)N(c1cccc(F)c1)C(C(=O)NC1CCCC1)c1ccc(O)cc1)Nc1ccccn1 (configuration not stated),2%,3%,-2%,/,0.8%,-18%,-0.7%,-8%,-3.8%,
COc1ccc(/C=N\NS(=O)(=O)c2ccc(Br)cc2)cc1COc1ccccc1[N+](=O)[O-],6%,-45%,-7%,/,-0.1%,-38%,-1.1%,-1%,-2.5%,
CN(Cc1ccccc1)C(=O)c1ccccc1NC(=O)C1=CSCCO1,-2%,-19%,-10%,/,0.0%,-36%,1.2%,5%,3.0%,
COc1cc(C(=O)NCc2ccncc2)cc(OC)c1OC,-6%,-17%[20 µM],2%,i,0.0%,7%,-0.4%,10%,/,
CCCC(=O)N1CCN(Cc2nc3cc([N+](=O)[O-])ccc3n2C)CC1,-4%,-38%,6%,/,-0.2%,-13%,-2.4%,10%,1.3%,
COc1ccc(CCC(C)Nc2ccc(F)c(F)c2)cc1 (configuration not stated),-5%,9%,-7%,i,-0.6%,-13%,4.7%,-11%,5.3%,
COC(=O)c1cc(F)c(-n2cncn2)c(F)c1,2%,-9%,-3%,i,-0.2%,3%,-0.1%,12%,-3.4%,
O=C(NCc1ccccc1)C1CC(=O)N(c2ccc(OCC(=O)N3CCOCC3)cc2)C1 (configuration not stated),3%,11%,-8%,/,0.0%,-13%,-0.6%,-2%,-0.5%,
CN(C)S(=O)(=O)c1ccc(C(=O)OCC(=O)Nc2cccnc2Cl)cc1,-10%,-11%,3%,i,0.7%,-14%,-1.3%,0%,-1.9%,
Cc1ccc(N2C(=O)CC(C)CC2=O)cc1,-4%,25%,-5%,/,-0.1%,-2%,-0.8%,8%,-0.2%,
CCC(C)[C@@H](C(=O)Nc1ccc(OC)c(OC)c1)N1Cc2ccccc2C1=O (some centres not stated),1%,-20%,-7%,i,0.0%,11%,-1.6%,23%,-4.7%,
O=C1CN(S(=O)(=O)c2ccc(Cl)cc2)CC(=O)N1CCc1ccccc1,0%,-8%,5%,i,-0.4%,-22%,2.8%,5%,-4.4%,
Cc1ccc(S(=O)(=O)N2CCCCC2)cc1C(=O)NCc1ccccn1,7%,-14%,-6%,/,-0.5%,-25%,1.1%,0%,1.5%,
COc1cccc(CNC(=O)c2n[nH]c3ccccc23)c1,16%,12%,2%,i,0.2%,-22%,2.6%,-22%,0.0%,
O=C(Nc1ncc(Cc2ccccc2)s1)C1CCCO1 (configuration not stated),7%,0%,-4%,i,-0.1%,-34%,2.4%,-100%,-0.9%,
O=S(=O)(c1ccc(Cl)c(NC(=S)Nc2cccc(O)c2)c1)N1CCOCC1,-8%,-18%,-9%,i,-0.4%,-16%,14%,-7%,16%,

# 5 entries from above, arranged by length of the SMILES, falling:
SMILES,AID2073,KOR beta-arrestin-1,Dengue-2 NS5 capping,Yfh1-off respiration,West Nile antiviral,NOD1 NF-kB reporter,HIV fusion peptide,NOD2 inhibition,KOR beta-arrestin-2,others
O=C(NCc1ccccc1)C1CC(=O)N(c2ccc(OCC(=O)N3CCOCC3)cc2)C1 (configuration not stated),3%,11%,-8%,/,0.0%,-13%,-0.6%,-2%,-0.5%,
O=S(=O)(c1ccc(Cl)c(NC(=S)Nc2cccc(O)c2)c1)N1CCOCC1,-8%,-18%,-9%,i,-0.4%,-16%,14%,-7%,16%,
CN(Cc1ccccc1)C(=O)c1ccccc1NC(=O)C1=CSCCO1,-2%,-19%,-10%,/,0.0%,-36%,1.2%,5%,3.0%,
COC(=O)c1cc(F)c(-n2cncn2)c(F)c1,2%,-9%,-3%,i,-0.2%,3%,-0.1%,12%,-3.4%,
Cc1ccc(N2C(=O)CC(C)CC2=O)cc1,-4%,25%,-5%,/,-0.1%,-2%,-0.8%,8%,-0.2%,

# Next part
SMILES,AID2073,KOR beta-arrestin-1,Dengue-2 NS5 capping,Yfh1-off respiration,West Nile antiviral,NOD1 NF-kB reporter,HIV fusion peptide,NOD2 inhibition,KOR beta-arrestin-2,others
O=C(Cn1cnc2c(nnn2Cc2ccccc2F)c1=O)OCc1ccccc1,7%,-13%,-2%,/,/,-3%,13%,10%,-0.8%,
COc1ccc(CCC(=O)N2CCN(c3ccc(OC)cc3)CC2)cc1,-2%,4%,-5%,/,-1.0%,-22%,-0.1%,12%,4.1%,
Cc1c(N2C(=O)/C(=C\c3cccc4ccccc34)SC2=S)c(=O)n(-c2ccccc2)n1C,5%,-2%,1%,i,-0.2%,31%,0.2%,-10%,-1.3%,
O=C(O)CCCC(=O)NS(=O)(=O)c1ccc(Cl)cc1,-3%,9%,4%,i,0.2%,-12%,0.4%,3%,2.4%,
Cc1[nH]c2ccccc2c1/C=N/NC(=O)c1cccs1,-3%,-14%,-19%,i,-0.9%,-24%,-1.0%,-44%,-2.5%,
COc1ccc(/C=N/NC(=O)CN(Cc2ccccc2)S(=O)(=O)c2ccc3c(c2)OCCO3)cc1,5%,-4%,-4%,i,-0.5%,38%,-1.8%,1%,19%,
CCCN1Cc2cccc(C(=O)Nc3cc(OC)cc(OC)c3)c2C1=O,0%,-25%,-3%,i,0.8%,0%,-1.6%,-2%,8.9%,
COc1ccc(CC(=O)Nc2nc(-c3ccc(F)c(F)c3)cs2)cc1,3%,-16%,-9%,/,-1.2%,6%,0.9%,16%,0.3%,
O=C(COc1ccc2ccccc2c1Br)NC(=S)Nc1cccc(CO)c1,23%,-18%,0%,i,-0.7%,-49%,0.7%,-121%,1.4%,
COc1cc(/C=N/N2CCN(Cc3ccc(C)cc3)CC2)cc(OC)c1O,-33%,-51%[20 µM],0%,/,-1.0%,-9%,-2.6%,2%,0.5%,
COc1ccc(NC(=O)COc2ccc(C)cc2)c([N+](=O)[O-])c1,2%,8%,/,i,0.1%,-40%,1.8%,-46%,-1.9%,
CC(C)Cn1c(N2CCN(CC(=O)Nc3ccc(Cl)cc3)CC2)nc2ccccc21,-9%,2%[20 µM],-8%,i,-2.0%,-28%,0.8%,-38%,/,
CCOC(=O)C1(Cc2ccccc2)CCCN(C2CCN(C(C)=O)CC2)C1 (configuration not stated),-8%,-27%,-5%,i,-0.6%,-41%,8.0%,-7%,4.1%,
CCOP(=O)(CC(C(C)=O)C(O)c1ccccc1)OCC (configuration not stated),0%,-54%,5%,i,1.1%,15%,-0.7%,12%,2.5%,
O=C(NC1CCCCC1)c1cc(-c2ccc(O)cc2)on1,16%,2%,-6%,/,-0.3%,-27%,-0.1%,-26%,-4.8%,
Cc1nn(-c2ccccn2)c2nc(-c3cccs3)cc(C(=O)NCc3ccco3)c12,11%,-14%,31%,?,0.1%,-29%,0.6%,28%,-5.9%,
O=c1c2cnn(-c3ccccc3)c2ncn1CCc1ccccc1,4%,-19%,-2%,i,-0.7%,-26%,-0.4%,-28%,-0.4%,
C=C(C)CC(c1ccccc1)N(C(C)=O)c1ccco1 (configuration not stated),0%,2%,4%,i,-0.6%,-14%,-0.1%,-14%,2.4%,
Cc1ccc(CNC(=O)C(=O)NCC2CCCO2)cc1 (configuration not stated),9%,0%,-2%,i,0.0%,-21%,-2.3%,9%,-2.3%,
CC(=O)NCCOC(=O)Nc1ccncc1,15%,39%,-2%,i,0.5%,-10%,4.6%,4%,-5.1%,
CCN(CC)CCNC(=O)c1cc([N+](=O)[O-])c(N(C)C)cc1OC,0%,3%,-7%,i,0.0%,-3%,-2.6%,2%,/,
CSc1ccc(/C=C2\CCn3c2nc2cc(C(=O)O)ccc2c3=O)cc1,26%,18%,13%,/,0.2%,-2%,22%,-3%,-2.1%,
CSc1cccc(NC(=S)NC(=O)c2cccnc2)c1,-5%,11%[20 µM],-3%,/,0.6%,-35%,1.0%,11%,-7.5%,Dengue-2 NS5 capping pilot replicate=-0.3
